Assay outcomes from PubChem BioAssay.
TDP1 inh – qHTS Assay for Inhibitors of Tyrosyl-DNA Phosphodiesterase (TDP1) | 0.28% of 350,000 active | AID 485290, 2010 | Potency, µM (doses to about 130 µM), inactives show at the highest dose activity change, negative = inhibition, actives largely listed as inhibitors | recombinant TDP1, AlphaScreen DNA substrate cleavage; note: nearly all actives have a fitted effect of over 40% in size
Target sequence (Q9NUW8 whole entry, looked up): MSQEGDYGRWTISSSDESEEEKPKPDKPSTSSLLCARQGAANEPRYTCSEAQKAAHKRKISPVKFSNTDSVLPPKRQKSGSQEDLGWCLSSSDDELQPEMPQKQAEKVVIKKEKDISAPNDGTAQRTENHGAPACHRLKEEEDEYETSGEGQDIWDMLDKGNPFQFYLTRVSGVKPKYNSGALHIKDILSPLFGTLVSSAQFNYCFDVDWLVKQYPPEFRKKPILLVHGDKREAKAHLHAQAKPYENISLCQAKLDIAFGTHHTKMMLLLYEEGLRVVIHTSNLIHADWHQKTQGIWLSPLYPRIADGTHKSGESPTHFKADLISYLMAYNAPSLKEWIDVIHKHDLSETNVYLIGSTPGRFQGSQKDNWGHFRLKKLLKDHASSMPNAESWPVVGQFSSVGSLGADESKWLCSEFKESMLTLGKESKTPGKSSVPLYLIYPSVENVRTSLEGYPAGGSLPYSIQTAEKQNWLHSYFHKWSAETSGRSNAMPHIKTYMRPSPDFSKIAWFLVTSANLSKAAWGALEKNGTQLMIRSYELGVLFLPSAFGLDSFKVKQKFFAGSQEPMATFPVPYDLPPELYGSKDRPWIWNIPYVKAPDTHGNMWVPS
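Signal: AlphaScreen proximity between streptavidin donor and anti-FITC acceptor beads on intact substrate. Reaction: Tdp1 1 nM, substrate 15 nM final, 5 min RT after 15 min compound preincubation.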
FEN1 inhibitor – qHTS Assay for the Inhibitors of Human Flap endonuclease 1 (FEN1); P39748; Recombinant FEN1 flap cleavage, fluorescence, 15 min; Potency, µM (top dose mostly 114 µM), inactives show top-dose activity change, negative = inhibition, hits mostly inhibitors; 0.35% of 390,000 active; note: nearly all actives have a fitted effect of over 65% in size
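Concentration–response screening of FEN1 (10 nM): 15 min compound preincubation at room temperature, reaction started with 50 nM substrate and read at 0 and 15 min. Corrected, normalized data were fitted by a four-parameter Hill equation.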
N370S GC mod – qHTS Assay for Inhibitors and Activators of N370S glucocerebrosidase as a Potential Chaperone Treatment of Gaucher Disease; Potency, µM (titrated, usually from 59.4 µM), for the others: at the top dose activity change, negative = inhibition, most hits filed as inhibitors; AID 2101, 2009; Lysosomal acid glucosylceramidase (Homo sapiens), P04062; 0.092% of 330,000 active; N370S GC spleen homogenate, 4MU-glucoside fluorescence;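 note: 0% = full enzyme activity and -100% = no enzyme basal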
* = called active by the depositor; ? = inconclusive; . = not tested or not shown; & = joins results of further samples; [ ] = another dose, or the depositor's remark. Calls come from the whole dose curve; as a rule, active = well fitted curve in the direction sought with a large enough effect; inconclusive = small, poorly fitted or top-dose-only effect, or another doubt; inactive = no such curve, though single readings can be large; an effect the other way counts as inactive or inconclusive. Unless noted, % is set by controls: 0 for no effect and ±100 for the full control effect; potency is the fitted concentration of half-maximal effect. Compounds were not picked by outcome (roughly 0.57% active in at least one column).

#	SMILES	TDP1 inh	FEN1 inhibitor	N370S GC mod
1	O=C(Nc1ccc(C(F)(F)F)cc1)c1ccccc1	-7%	1%	.
2	CCOC(=O)c1[nH]c(C)c(/C(O)=C2\C(=O)C(=O)N(CCN(C)C)C2c2cccc(OC)c2OC)c1C (stereo not drawn)	4%	5%	-7%
3	O=C(Nc1c2c(nn1-c1ccccc1)CS(=O)(=O)C2)c1cccs1	2%	-4%	-2%
4	Cc1ccc2nc(-c3ccc(SCC(=O)Nc4ccc5c(c4)OCCO5)nc3)[nH]c2c1	-8%	0%	6%
5	Cn1c(=O)c(C(=O)CSc2nncs2)c(N)n(Cc2ccccc2)c1=O	1%	10%	1%[2.35 µM]
6	O=c1nc2n(c3ncccc13)CCCCC2	4%	2%	9%
7	COc1cccc(C(=O)NNC(=O)C(=O)Nc2ccc(OC)cc2OC)c1	.	2%	-7%
8	C[C@H](CO)N1C[C@H](C)[C@H](CN(C)Cc2ccccc2)Oc2ccc(NC(=O)Nc3ccc(F)cc3)cc2C1=O	3%	1%	.
9	CCN(CC(=O)Nc1cccc(S(=O)(=O)N(C)c2ccccc2)c1)Cc1ccccc1	0%	-13%	.
10	CCOc1ccccc1NC(=O)C(Cc1ccccc1)NS(=O)(=O)c1ccc(Br)s1 (stereo not drawn)	0%	-9%	.
11	Cc1ccc(-n2nc(C)c3c2OC(N)=C(C#N)C3c2ccccc2F)cc1 (stereo not drawn)	11%	-12%	-7%
12	O=C(C1CCN(Cc2ccc(Cl)cc2)CC1)N1CCN(C(c2ccccc2)c2ccccc2)CC1	0%	-23%	-20%
13	Cc1ccc(NC(=O)NNc2cccc(Cl)n2)cc1	3%	-3%	15%
14	C=CCn1c(COc2ccc(F)cc2)nnc1SCC(=O)Nc1cccc(S(N)(=O)=O)c1	5%	-11%	14%
15	Cc1ccc(-c2noc(CSc3nc(N)cc(N)n3)n2)cc1	2%	5%	4%
16	CCOc1ccc(OCC)c(NC(=O)C2CCN(S(=O)(=O)c3c(C)noc3/C=C/c3ccccc3F)CC2)c1	-3%	3%	.
17	CCN(Cc1ccccc1)c1ccc(/C=C(\C#N)c2ccccn2)cc1	3%	7%	8%
18	C(=N\N1CCN(Cc2cccc3ccccc23)CC1)/c1cccs1	8%	-14%	-10%
19	CC(=O)Nc1ccc(NC(=O)C(=O)N/N=C/c2cccnc2)cc1	1%	0%	6%
20	CC(C)NC(=O)Cn1nc(C(F)(F)F)c2c1CCC2	7%[56.1 µM]	40%[activator]	6%
21	O=[N+]([O-])c1ccc(N2CCN(CCO)CC2)cc1NCc1ccco1	3%	-5%	-17%
22	COc1ccc(OC)c(CCNC(=O)c2ccc3c(c2)c(C)c(C)n3Cc2ccccc2)c1	5%	-5%	.
23	Cc1cccc(N(Cc2ccccc2)C(=O)c2cc(S(=O)(=O)N3CCOCC3)ccc2Cl)c1	0%	1%	0%
24	CCCCn1c(=N)n(CC(=O)C(C)(C)C)c2ccccc21	5%	7%	-1%
25	COc1ccc(-c2cc(=O)oc3cc(OC(C)C(=O)NCC4CCC(C(=O)O)CC4)ccc23)cc1 (stereo not drawn)	.	-2%	-5%

Sorted by count of non-hydrogen atoms (highest first): three of the compounds above
#	SMILES	TDP1 inh	FEN1 inhibitor	N370S GC mod
14	C=CCn1c(COc2ccc(F)cc2)nnc1SCC(=O)Nc1cccc(S(N)(=O)=O)c1	5%	-11%	14%
4	Cc1ccc2nc(-c3ccc(SCC(=O)Nc4ccc5c(c4)OCCO5)nc3)[nH]c2c1	-8%	0%	6%
20	CC(C)NC(=O)Cn1nc(C(F)(F)F)c2c1CCC2	7%[56.1 µM]	40%[activator]	6%

Record cards (already shown):
Shown for O=C(Nc1c2c(nn1-c1ccccc1)CS(=O)(=O)C2)c1cccs1 = TDP1 inh = 2%; FEN1 inhibitor = -4%; N370S GC mod = -2%
Shown for CCN(Cc1ccccc1)c1ccc(/C=C(\C#N)c2ccccn2)cc1 = TDP1 inh = 3%; FEN1 inhibitor = 7%; N370S GC mod = 8%

(list continues)
#	SMILES	TDP1 inh	FEN1 inhibitor	N370S GC mod
26	CC(C)CCC(CC(C)O)c1n[nH]c(=S)n1-c1ccccc1 (stereo not drawn)	3%	2%	3%
27	O=P1(O)Oc2c(c(-c3ccccc3)cc3ccc4ccccc4c23)-c2c(-c3ccccc3)cc3ccc4ccccc4c3c2O1	11%	.	15%
28	O=C(COc1ccccc1)NCCc1nc2ccccc2[nH]1	1%	-4%	-6%
29	CCOC(=O)c1c(C#N)c(SCC(=O)Nc2ccc(OC)cc2)nc2c1CN(CC)CC2	7%	7%	-4%
30	COc1ccc(Oc2ncc(CN3CCN(c4ccccc4)CC3)s2)cc1	6%	-12%	.
31	CN1CCN(/N=C/c2nc(-c3ccccc3Cl)n3ccccc23)CC1	-3%	25%	-11%
32	CCc1ccc(NC(=O)CN2C(=O)C(c3ccc(Cl)cc3)=NC23CCCCC3)cc1	0%	2%	.
33	CCCOc1ccc(N2C(=O)CC(SCC(N)C(=O)OCC)C2=O)cc1 (stereo not drawn)	6%	16%	-10%
34	Cc1cccc(N2CCN(S(=O)(=O)c3ccc4c(c3)CCCN4C(=O)C3CCC3)CC2C)c1 (stereo not drawn)	4%&7%	1%&-10%	1%
35	CC(C)(C)CC(C)(C)c1ccc(O)c(CN2CCN(CCC#N)CC2)c1	7%	-5%	-8%
36	CCOc1cc(NC(=S)NCCCN2CCOCC2)c(OCC)cc1NC(=O)C1CCCCC1	6%	-2%	-10%
37	Cn1nc([N+](=O)[O-])nc1Sc1ccc(Cl)cc1	-4%	-5%	11%
38	Cn1ccnc1SCC(=O)Nc1cccc(Br)c1	7%	17%	.
39	COc1cc(/C=N/NC(=S)NCCN2CCOCC2)cc(OC)c1O	-3%	-1%	-5%
40	Cc1ccc(NC(=O)NCCN2CCN(C(=O)Nc3ccc(C)cc3)CC2)cc1	.	-7%	-2%
41	CCOC(=O)c1c(NC(=O)CN2CCCc3ccccc32)sc(C(C)=O)c1C	0%	-8%	6%
42	Cc1ccc(NC(=O)C(Cc2ccccc2)NS(=O)(=O)c2ccc3c(c2)c(=O)n(C)c(=O)n3C)cc1 (stereo not drawn)	3%	?	.
43	COc1ccc(C(=O)COC(=O)C(CCSC)NC(=O)COc2ccccc2)cc1 (stereo not drawn)	3%	-1%	-4%
44	COc1ccc(OC)c(NC(=O)Cc2ccc(NC3=NC4CS(=O)(=O)CC4S3)cc2)c1 (stereo not drawn)	.	15%	-5%
45	COc1ccc(/C=C2\SC(=S)N(CCCC(=O)Nc3ccccn3)C2=O)cc1OC	0%	-16%	3%
46	Cc1noc(C)c1COc1ccccc1C(=O)N1CCN(S(=O)(=O)c2ccccc2C(F)(F)F)CC1	.	6%	-5%
47	O=C(CCc1nc2ccccc2[nH]1)NCc1ccc2c(c1)OCO2	4%	0%	15%
48	Cc1ccc(N2C(=O)CC(Sc3nccc(C)n3)C2=O)cc1 (stereo not drawn)	-9%	-1%	0%
49	O=C(COC(=O)c1cccc(F)c1)NC1CC1	5%	21%	-4%
50	CCCc1ccc(-c2cc(N)n[nH]2)cc1	8%	4%	-20%

In the list so far, these have a cyano group:
#	SMILES	TDP1 inh	FEN1 inhibitor	N370S GC mod
11	Cc1ccc(-n2nc(C)c3c2OC(N)=C(C#N)C3c2ccccc2F)cc1 (stereo not drawn)	11%	-12%	-7%
17	CCN(Cc1ccccc1)c1ccc(/C=C(\C#N)c2ccccn2)cc1	3%	7%	8%
29	CCOC(=O)c1c(C#N)c(SCC(=O)Nc2ccc(OC)cc2)nc2c1CN(CC)CC2	7%	7%	-4%
35	CC(C)(C)CC(C)(C)c1ccc(O)c(CN2CCN(CCC#N)CC2)c1	7%	-5%	-8%

Next part
#	SMILES	TDP1 inh	FEN1 inhibitor	N370S GC mod
51	CCOc1ccc(/C=C2\SC(=S)N(CCC(=O)Nc3ccc(C(=O)O)cc3)C2=O)cc1	.	?	14%
52	COc1cc(/C=N/NC(=O)c2cccnc2)ccc1OC(=O)c1cc(OC)c(OC)c(OC)c1	?	-1%	-9%
53	c1cncc(-c2nnc(-c3cccnc3)nn2)c1	4%	-13%	-7%
54	COc1ccc(CN2CCC(Cc3ccccc3)CC2)c(C)c1C	.	-4%	-13%
55	Cc1ccc(-c2nnc(NC3CCCC3)s2)cc1	.	5%	24%
56	O=C(NC(=O)N1CCN(c2ccc(F)cc2)CC1)c1ccccc1	6%	-2%	15%
57	CC(C)Cc1n[nH]c(=O)[nH]1	-3%	6%	-1%
58	CC1Cc2ccccc2N1C(=O)COC(=O)c1ccc(Cl)nc1 (stereo not drawn)	-5%	2%	2%
59	CCCCNc1c2c3c(cccc3n(C)c1=O)C(=O)c1ccccc1-2	.	?	29%

Shown as labelled records: part of the list above
[52] COc1cc(/C=N/NC(=O)c2cccnc2)ccc1OC(=O)c1cc(OC)c(OC)c(OC)c1
  TDP1 inh = ?; FEN1 inhibitor = -1%; N370S GC mod = -9%

[53] c1cncc(-c2nnc(-c3cccnc3)nn2)c1
  TDP1 inh = 4%; FEN1 inhibitor = -13%; N370S GC mod = -7%
